All columns: NCI-60 one-dose screen, growth in % after 48 h at 10 µM unless noted; 100 = growth as untreated, 0 = no growth, -100 = all killed.
NCI-H226 = NCI-H226 lung cancer; 3.5% of 79,000 active
NCI-H460 = NCI-H460 lung cancer; 6.8% of 82,000 active
NCI-H522 = NCI-H522 lung cancer; 8% of 78,000 active; AID 1794739
NCI-H322M = NCI-H322M lung cancer. 2.7% of 80,000 active
HCT-116 = HCT-116 colon cancer | 7.3% of 82,000 active | AID 1794798
HCT-15 = HCT-15 colon cancer. 5.2% of 82,000 active. AID 1794746
COLO 205 = COLO 205 colon cancer | 7.3% of 79,000 active | AID 1794742
HT29 = HT29 colon cancer; 7.4% of 81,000 active; AID 1794748
NCI/ADR-RES = NCI/ADR-RES ovarian cells | 4.4% of 81,000 active | AID 1794790
Active calls of the source: *; / = not tested or not shown; [ ] = remark or other dose. How the source made its calls: active means growth percent below 10; inactive means the rest.

SMILES	NCI-H226	NCI-H460	NCI-H522	NCI-H322M	HCT-116	HCT-15	COLO 205	HT29	NCI/ADR-RES
CN1C(=O)CNC(=O)[C@H](NC(=O)c2nc3ccccc3cc2O)CSSC[C@H]1C(=O)NCCCc1nc2ccccc2cc1O	85.8	13.4	60.4	70.6	70.0	93.3	-9.6*	17.7	102.1
O=c1c2cc(F)ccc2sc2c(NCCN3CCCC3)nc3ccccc3c12	/	12.3	63.8	69.0	39.1	27.6	/	13.9	66.4
O=C(c1ccc(Cl)cc1)C1[C@H](c2ccccc2Br)[C@@H](c2ccccc2)NC12C(=O)Nc1ccc(Br)cc12 (stereo partly drawn)	12.5	2.7*	-24.4*	41.6	4.0*	9.8*	-49.6*	-36.0*	-67.0*
CN(C)Cc1cc(CN(C)C)c(O)c(CN(C)C)c1	99.1	115.7	97.6	117.1	100.4	102.6	101.8	103.8	110.6
NNS(=O)(=O)c1ccccc1	91.3	100.9	114.2	96.9	95.7	98.0	109.6	112.5	111.7
CCCCCCCCCCN1CCC(N2CCCCC2)CC1	69.5	-37.9*	-59.7*	88.0	-65.2*	-5.6*	-85.7*	-38.9*	49.7
CN(C)c1ccc(NC(=S)Nc2ccc(N(C)C)cc2)cc1	100.3	/	87.1	93.3	100.4	104.3	124.4	96.8	100.9
CCCC(C)(C)COC(=O)c1ccc(Cl)cc1	98.5	125.0	87.2	102.4	96.7	102.4	99.3	97.6	105.6
CCCCSc1nnc(-c2c(C)nc3ccc(C)cn23)o1	88.2	98.6	89.7	89.1	94.7	94.5	108.4	102.1	81.0
N#CC1C(=O)CC(c2ccccc2)N2c3ccccc3SC12 (stereo not drawn)	89.4	100.2	89.6	106.1	86.3	100.5	108.7	98.1	104.8
CNc1ccc(/C=C/c2c(F)cccc2F)cc1	84.9	76.9	63.9	81.9	95.6	85.5	/	96.8	83.8
CNc1ncnc2c1ncn2-c1ccccc1	100.3	105.2	/	112.9	103.8	108.6	101.4	104.0	116.7
Clc1cc(Cl)cc(N2N=C(c3ccccc3)CC2c2sc(Cl)nc2Cl)c1 (stereo not drawn)	101.5	104.5	93.8	92.9	95.5	94.9	103.5	100.9	96.8
CCOC(=O)c1c(NCC(=O)Nc2ccccc2)sc2c1CCCC2	83.7	101.8	92.7	91.7	98.0	100.3	106.3	99.3	104.0
CCOC(=O)c1csc(C2OC(COC(=O)c3ccccc3)C(OC(=O)c3ccccc3)C2OC(=O)c2ccccc2)n1 (stereo not drawn)	94.5	101.9	96.8	100.0	91.0	92.7	112.3	97.9	94.6
COc1ccc(-c2nsc3c2NC(=O)CC3c2ccc(Cl)cc2)cc1 (stereo not drawn)	84.4	94.8	68.1	83.5	85.8	86.3	93.8	89.8	81.1
Cc1ccc2cccc(O)c2n1	102.2	113.9	104.8	112.1	105.9	110.7	111.6	116.6	104.7
CC1(c2ccc(Cl)cc2)SCCS1	106.2	96.6	108.8	111.1	112.2	114.3	130.8	111.6	99.8
CS(=O)(=O)c1nccc(-c2c(-c3cccc(OCCc4ccccc4)c3)nc3sccn23)n1	81.4	105.8	90.5	/	83.9	108.5	103.1	99.7	99.9
N#C/C(C(=O)Nc1ccccc1)=c1\s/c(=C\Nc2ccc(Br)cc2)c(=O)n1-c1ccccc1	95.9	106.9	87.8	96.6	94.4	85.6	120.9	98.0	79.3
Brc1ccc(-c2cc(-n3nnnc3-c3ccccc3)no2)cc1	111.0	118.9	107.4	96.4	102.9	92.7	103.1	98.0	112.9
C=C(C)[C@@H]1CC[C@]2(COC3CCCCO3)CC[C@]3(C)[C@H](CC[C@@H]4[C@@]5(C)C=C(C=O)C(=O)C(C)(C)[C@@H]5CC[C@]43C)[C@@H]12 (stereo partly drawn)	1.7*	-47.2*	-75.0*	9.0*	-92.4*	-30.0*	-32.0*	-54.2*	1.9*
COc1cccc(NC(=O)N/C(N)=N/c2nc(-c3cccc([N+](=O)[O-])c3)cs2)c1	52.3	83.1	67.1	89.6	74.3	56.7	82.6	85.8	76.6
Clc1ccc2c(Nc3ccc4oc(NCCN5CCOCC5)nc4c3)ccnc2c1	102.1	103.2	97.4	100.5	100.7	101.2	105.5	102.2	104.8
Cn1c([N+](=O)[O-])cnc1/C=C1\Oc2ccccc2C1=O	-7.3*	-39.5*	-48.5*	18.6	1.9*	6.7*	-64.6*	-23.7*	-5.9*
CC1CC(c2ccc(N(C)C)cc2)=NN1c1nc(O)c(C2=c3ccccc3=NC2=O)s1 (stereo not drawn)	90.8	109.4	89.5	93.4	98.0	102.5	/	115.8	95.1
CCn1c2c(c3ccccc31)CC1CN(C3CCCCC3)C(=O)C1C2C(=O)O (stereo not drawn)	103.7	100.9	89.4	98.7	103.5	97.6	118.5	114.0	97.1
CS(=O)(=O)NCCSc1nc(-c2ccccc2)c(C#N)c(=O)[nH]1	103.2	108.6	92.4	109.4	104.3	108.7	107.6	103.7	106.3
O=C(CCN1CC2CCC(CC2)C1)c1cccc2ccccc12	/	112.0	95.6	/	101.2	104.9	107.6	107.7	108.6
CCCCCCNC(=O)Oc1ccc(/C(=C(\C)c2ccc(OC)cc2)c2ccc(OCCN3CCCCC3)cc2)cc1	95.6	52.7	72.7	90.3	34.5	2.4*	16.3	4.5*	75.8
COc1cccc(CNCc2cccc(OC)c2O)c1O	98.2	102.2	98.2	95.8	101.0	99.4	104.2	101.8	104.2
CCC(C)[C@@H]1N[C@]2(C(=O)Nc3ccccc32)[C@@H](c2ccc(F)cc2)[C@@H]1C(=O)c1ccc(O)cc1 (stereo partly drawn)	93.2	94.9	84.8	87.3	82.1	77.5	111.7	88.8	93.2
O=C1NC(c2ccc(C(F)(F)F)cc2)N=C2C(c3ccc(Cl)cc3)=NOC12 (stereo not drawn)	92.8	109.0	85.5	108.8	94.9	107.9	112.3	94.8	95.4
CCn1cc(-c2ccnc(NCCCNS(=O)(=O)c3ccc(Br)cc3)c2)c(-c2cccc(O)c2)n1	91.9	77.4	76.9	93.1	55.6	86.2	61.3	32.7	101.1
COc1ccc(OCC(O)CN2CCN(c3ccc(C)cc3)CC2)cc1 (stereo not drawn)	106.6	100.4	100.3	110.1	94.9	97.3	95.4	101.9	108.1
CNc1ncc2cc(-c3cc(NC(=O)NCCC(C)(C)C)c(F)cc3C)c(C)nc2n1	33.1	21.3	-5.5*	5.0*	4.4*	19.0	-34.5*	3.9*	24.7
CCCc1cc2c(cc1NC(=O)C1C(C=C(C)C)C1(C)C)OCO2 (stereo not drawn)	86.7	99.4	76.5	/	79.4	99.7	107.4	85.4	87.4
COC(=O)c1cc(=O)n2[nH]c(Nc3ccccc3)c(-c3nc4ccccc4s3)c2n1	88.4	96.0	60.3	94.5	81.7	77.2	101.5	96.1	96.2
NC(=O)c1c(NC(=O)c2ccc3ccccc3c2)sc2c1CCC(=O)C2	91.8	92.6	10.5	94.9	7.1*	42.1	58.4	55.2	85.3
COc1cc2nc(SCc3n[nH]c(=S)n3C(=O)c3ccc(Br)cc3)n(-c3ccc(Cl)cc3)c(=O)c2cc1OC	74.0	100.2	88.4	101.5	100.7	97.2	95.9	106.0	98.8
CCOC(=O)C1=C(C)N2C(=NC3=C(CCC/C3=C\c3ccc(Cl)cc3)C2c2ccc(Cl)cc2)S1 (stereo not drawn)	47.5	51.8	58.0	100.6	-100.0*	-28.7*	8.8*	-54.3*	39.4
Cc1ccc2[nH]c(=O)c3c(c2c1)Oc1ncn2nc(C)nc2c1C3c1ccc(Cl)cc1 (stereo not drawn)	91.3	97.5	83.1	92.3	84.9	93.6	97.9	94.0	90.2
O=c1ccc2nc(-c3ccccc3)nn(-c3ccccc3)c-2c1	68.1	81.4	-90.5*	88.2	-90.7*	-75.9*	-78.8*	-53.5*	96.2
COc1cc(NS(=O)(=O)C(C)C)cc(-c2cc(-c3ccc(N4CCNCC4)cc3)cnc2N)c1	61.1	97.1	52.8	91.0	14.2	112.5	84.4	31.9	111.3
S=C(NCc1ccccc1)Nc1ccccc1	108.1	113.6	97.6	119.7	102.9	104.6	118.0	100.4	113.0
CSc1nc(Nc2cccc(NC(=O)CC#N)c2)c(C#N)c(-c2cccc([N+](=O)[O-])c2)n1	88.9	101.6	87.1	98.9	93.1	85.5	118.4	94.4	100.9
CCCCc1nc(Cl)c(C2CC(c3ccc(S(N)(=O)=O)cc3)=NN2c2cc(Cl)cc(Cl)c2)[nH]1 (stereo not drawn)	39.0	13.9	22.7	77.7	14.7	45.7	32.2	23.3	90.0
C=CCNc1ncnc2c1cnn2C	107.3	107.6	92.0	109.2	97.9	101.1	115.4	102.6	104.2
Cc1nc2nc(C)c(C)nc2nc1C	92.5	103.8	92.3	/	99.8	100.2	122.0	105.3	101.5
CCNc1ccc(-c2nc3ccccc3n3cccc23)cc1	68.8	88.8	71.3	76.7	88.9	82.5	95.2	80.0	80.6

The last 2 compounds of the part before come first, to join the parts:
SMILES	NCI-H226	NCI-H460	NCI-H522	NCI-H322M	HCT-116	HCT-15	COLO 205	HT29	NCI/ADR-RES
Cc1nc2nc(C)c(C)nc2nc1C	92.5	103.8	92.3	/	99.8	100.2	122.0	105.3	101.5
CCNc1ccc(-c2nc3ccccc3n3cccc23)cc1	68.8	88.8	71.3	76.7	88.9	82.5	95.2	80.0	80.6
Cc1nc2ncc(-c3nnc(SCc4ccccc4)o3)c(=O)n2[nH]1	96.4	104.6	75.5	92.3	97.5	104.5	85.3	90.5	102.3
Cc1ccc(NC(=O)N[C@@H](Cc2cc(F)cc(F)c2)C(=O)N[C@@H]2C(=O)N3CCC[C@H]3C(=O)N3CCCC[C@H]3C(=O)N[C@@H](C)C(=O)N3C[C@H](C)C[C@H]3C(=O)O[C@H]2C)cc1	28.5	25.6	31.8	62.8	11.2	14.7	7.5*	30.3	34.4
Fc1ccc2c(c1)nc(-c1nc(-c3cnccn3)n[nH]1)c1cccn12	93.2	98.2	97.9	100.7	103.6	86.4	114.3	107.2	87.5
CCN(CC)N=Nc1ccc2c(cnn2C(=O)Nc2ccc(Cc3ccccc3)cc2)c1	85.1	36.2	58.6	80.4	45.4	41.3	/	57.6	81.8
Cc1ccc2c(n1)C(=O)C(Cl)=C(Nc1ccc(C(=O)OC(C)(C)C)cc1)C2=O	85.8[9.25 µM]	101.6[9.25 µM]	-14.1*[9.25 µM]	100.9[9.25 µM]	-70.5*[9.25 µM]	-43.9*[9.25 µM]	-46.1*[9.25 µM]	100.4[9.25 µM]	84.9[9.25 µM]
CC1(CI)COC(Cc2ccccc2)(Cc2ccccc2)OC1	91.2	100.2	99.2	110.0	98.6	99.5	114.2	88.1	96.4
Cc1ccc(/C=C2\SC(=S)N(CCC(=O)O)C2=O)cc1	103.4	106.3	99.6	101.8	113.2	100.1	127.2	111.1	103.9
C[n+]1ccccc1C[n+]1ccccc1	108.0	114.9	110.9	127.7	107.1	109.9	114.2	103.0	113.4
COc1cc(/C=C2\SC(=O)N(Cc3ccc(-c4ccccc4C#N)cc3)C2=O)cc(OC)c1OC	74.1	102.8	81.0	100.1	90.3	105.3	112.3	112.9	97.2
O=C1OCC2=C1C(c1cccc(Cl)c1)c1cc3c(cc1N2CCO)CCC3 (stereo not drawn)	-18.1*	-12.7*	-29.2*	33.0	2.0*	9.7*	-47.1*	-9.2*	-23.0*

Part of the list above, bar-delimited.
structure | NCI-H226 | NCI-H460 | NCI-H522 | NCI-H322M | HCT-116 | HCT-15 | COLO 205 | HT29 | NCI/ADR-RES
Cc1ccc(NC(=O)N[C@@H](Cc2cc(F)cc(F)c2)C(=O)N[C@@H]2C(=O)N3CCC[C@H]3C(=O)N3CCCC[C@H]3C(=O)N[C@@H](C)C(=O)N3C[C@H](C)C[C@H]3C(=O)O[C@H]2C)cc1 | 28.5 | 25.6 | 31.8 | 62.8 | 11.2 | 14.7 | 7.5* | 30.3 | 34.4
Fc1ccc2c(c1)nc(-c1nc(-c3cnccn3)n[nH]1)c1cccn12 | 93.2 | 98.2 | 97.9 | 100.7 | 103.6 | 86.4 | 114.3 | 107.2 | 87.5
CCN(CC)N=Nc1ccc2c(cnn2C(=O)Nc2ccc(Cc3ccccc3)cc2)c1 | 85.1 | 36.2 | 58.6 | 80.4 | 45.4 | 41.3 | / | 57.6 | 81.8
Cc1ccc2c(n1)C(=O)C(Cl)=C(Nc1ccc(C(=O)OC(C)(C)C)cc1)C2=O | 85.8[9.25 µM] | 101.6[9.25 µM] | -14.1*[9.25 µM] | 100.9[9.25 µM] | -70.5*[9.25 µM] | -43.9*[9.25 µM] | -46.1*[9.25 µM] | 100.4[9.25 µM] | 84.9[9.25 µM]
CC1(CI)COC(Cc2ccccc2)(Cc2ccccc2)OC1 | 91.2 | 100.2 | 99.2 | 110.0 | 98.6 | 99.5 | 114.2 | 88.1 | 96.4
Cc1ccc(/C=C2\SC(=S)N(CCC(=O)O)C2=O)cc1 | 103.4 | 106.3 | 99.6 | 101.8 | 113.2 | 100.1 | 127.2 | 111.1 | 103.9
C[n+]1ccccc1C[n+]1ccccc1 | 108.0 | 114.9 | 110.9 | 127.7 | 107.1 | 109.9 | 114.2 | 103.0 | 113.4

(more compounds)
SMILES	NCI-H226	NCI-H460	NCI-H522	NCI-H322M	HCT-116	HCT-15	COLO 205	HT29	NCI/ADR-RES
Oc1ccc(Cl)cc1CN1CCOCC1	95.9	107.5	97.2	95.4	114.5	108.9	106.8	102.2	97.7
C=C1C(=O)O[C@@H]2C[C@@H](C)C(=O)C/C=C(\C)CC[C@@H]12	106.1[2 µM]	104.5[2 µM]	91.2[2 µM]	106.6[2 µM]	88.9[2 µM]	96.9[2 µM]	125.8[2 µM]	108.8[2 µM]	107.7[2 µM]
CCC(CC)(CO)CO	/	103.2	95.8	107.0	102.7	98.2	100.8	105.4	107.9
CC(=O)[C@@H]1CC[C@]2(C(=O)N3CCN(C)CC3)CC[C@]3(C)[C@H](CC[C@@H]4[C@@](C)(CCC#N)[C@H](C(C)=O)CC[C@]43C)[C@@H]12	104.4	105.7	96.4	108.0	101.2	102.5	106.3	99.4	101.7
CCOC(=O)c1cccnc1Nc1ccc(NC(=O)Nc2c(Cl)cccc2Cl)cc1	96.0	106.2	91.7	92.6	57.0	95.9	99.1	100.1	89.8

Bioassay records as filed in PubChem BioAssay.
